Screening data: PubChem BioAssay, several laboratories
Rac1 GTP hydrolysis – MgcRacGAP GTPase-activating activity inhibitors, confirmation, biochemical, ADP Hunter fluorescence | MgcRacGAP-stimulated Rac1 GTP hydrolysis, ADP Hunter fluorescence; higher % means a stronger effect; GST-tagged Rac1 F28L mutant substrate | one-dose inhibition, % at 30 µM; IC50 in µM for titrated hits | actives 0.6% (n = 340,000);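 active means first-screen hits whose inhibition reached a set limit at any dose in the follow-up dose series; inconclusive means inhibition above the set first-screen limit but never retested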;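 further: fluorescence reports GDP produced by GAP-driven GTP hydrolysis; strong numbers were not always called active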
Myeloid diff 2 – myeloid differentiation induction; AID 624256; actives 1% (n = 360,000); calls only at 10 µM; ER-HoxA9 myeloid progenitors, lysozyme-GFP differentiation, flow cytometry;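 active means normalized GFP-positive differentiation at or above the plate's own cutoff, the solvent-only control mean plus 3 SD; inconclusive means no clear call, values can overlap the other calls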;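 further: cells exposed to compound for four days before flow analysis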
T cell HTS – T cell immune modulation candidate | 2C CD8+ T cell-vesicle binding, flow cytometry; active compounds read low | calls only at 7 µM | actives 0.068% (n = 330,000);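 active means response, share of CD8 T cells binding vesicles, and their 90th percentile fluorescence all below set limits, cut at about 80% in these data, passing the limit was not always enough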
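Assay system: 2C TCR transgenic mouse naive CD8+ T cells, MACS-purified | Read-out: CD8+ gate FL2 mean fluorescence as % of same-row positive control | Signal: High-throughput flow cytometry with anti-B7-1 and anti-CD8 staining | Timing: Binding step 1.5 h, 37 °C, antibody labelling 20 min, ice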
T cell HTS vesicle-bound % – also measured in T cell HTS; calls as there; double positive events, %; measured here: CD8+ vesicle-bound cell fraction;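 binding gate set so that unloaded-vesicle control wells show 10% double positive cells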
Myeloid diff 2 GFP+ MAC1+ % – second read-out of Myeloid diff 2, no call of its own (marks repeat the call); GFP+ MAC1+ double positive, %; measured here: differentiation confirmed by MAC1 staining
* marks the source's active call; other numbers are inactive results; i = inactive; u = inconclusive; x = not tested or not shown; + = active, no number. Not all compounds are listed; rates above refer to the full screens.

SMILES | Rac1 GTP hydrolysis | Myeloid diff 2 | Myeloid diff 2 GFP+ MAC1+ % | T cell HTS | T cell HTS vesicle-bound %
COc1ccc(NC(=O)[C@@H]2CCCN2S(=O)(=O)c2ccc(Cl)cc2)cc1 | 1.2% | i | 1.2 | i | 50.0
O=C(CCNS(=O)(=O)c1ccccc1F)OCc1ccccc1Cl | 1.1% | i | 1.4 | i | 49.6
CCOC(=O)c1c(C)[nH]c(C(=O)NCC(c2ccco2)N2CCCCC2)c1C (stereo unspecified) | -2.8% | i | 0.1 | i | 36.3
O=C(C[C@H]1C/C=C\CC[C@H](Cc2ccc(F)cc2)C(=O)O[C@H](c2ccccc2)CNC1=O)N[C@H](CO)Cc1ccccc1 | 9.6% | i | 0.9 | i | 19.6
COc1ccc(NC(=O)N(C)C[C@H]2Oc3ccc(NS(=O)(=O)c4cccs4)cc3C(=O)N([C@H](C)CO)C[C@@H]2C)cc1 | 4.1% | i | 0.9 | i | 29.7
C[C@@]12C(=O)Nc3ccc(Cl)cc3C(=O)N1[C@H]1c3cc(Cl)ccc3OC[C@@H]1[C@@H]2c1ccccc1 | 1.6% | i | 0.5 | i | 11.2
COc1ccc(C2=NOC(Cn3nc(-c4ccccc4)cc3C(=O)NCc3ccc(C)cc3)C2)cc1 (stereo unspecified) | 10.8% | i | 1.4 | i | 4.4
O=C(NCCCn1ccnc1)c1ccc(-c2cccc(Cl)c2Cl)o1 | 6.7% | i | 0.7 | i | 52.0
O=C(CCNC(=O)c1ccc([N+](=O)[O-])cc1)Oc1ccc(F)c(F)c1 | 5.9% | i | 0.5 | i | 42.9
O=C(NCC1CCCO1)c1cccc2c1C(=O)c1ccc(N3CCC(Cc4ccccc4)CC3)cc1S2(=O)=O (stereo unspecified) | 9.7% | i | 0.0 | i | 4.7
CC(=O)Nc1ccc(S(=O)(=O)NNC(=O)CCC(=O)NCc2ccccc2)cc1 | 7.7% | i | 0.8 | i | 35.6
CC1CCCCC1NC(=O)CCS(=O)(=O)c1ccc(Cl)cc1 (stereo unspecified) | 6.3% | i | 0.3 | i | 30.6
C[C@H](CO)N1C[C@H](C)[C@H](CN(C)CC2CC2)Oc2ccc(NC(=O)CCN3CCOCC3)cc2C1=O | -0.6% | i | 2.3 | i | 7.1
N#CCCN(C(=O)COC(=O)CSc1ccc(Cl)cc1)c1ccccc1 | 3.7% | i | 0.5 | i | 48.4
O=C(Nc1ccc(F)cc1F)c1ccc(S(=O)(=O)NCc2ccco2)cc1 | 6.7% | i | 1.6 | i | 46.5

Record cards, from the list above:
Profile of COc1ccc(C2=NOC(Cn3nc(-c4ccccc4)cc3C(=O)NCc3ccc(C)cc3)C2)cc1 (stereo unspecified) → Rac1 GTP hydrolysis: 10.8%; Myeloid diff 2: i; Myeloid diff 2 GFP+ MAC1+ %: 1.4; T cell HTS: i; T cell HTS vesicle-bound %: 4.4
Profile of O=C(NCC1CCCO1)c1cccc2c1C(=O)c1ccc(N3CCC(Cc4ccccc4)CC3)cc1S2(=O)=O (stereo unspecified) → Rac1 GTP hydrolysis: 9.7%; Myeloid diff 2: i; Myeloid diff 2 GFP+ MAC1+ %: 0.0; T cell HTS: i; T cell HTS vesicle-bound %: 4.7

(further entries)
SMILES | Rac1 GTP hydrolysis | Myeloid diff 2 | Myeloid diff 2 GFP+ MAC1+ % | T cell HTS | T cell HTS vesicle-bound %
CC(C)(C)[C@@H]1COC(=O)[C@H](Cc2ccc(F)cc2)CC/C=C\C[C@H](CC(=O)N(CCO)Cc2ccccc2)C(=O)N1 | -3.3% | u | x | i | 6.3
CC(=O)c1cccc(-c2csc(N3CCC(C(N)=O)CC3)n2)c1 | 3.8% | i | 1.6 | i | 9.5
Cc1ccc(S(=O)(=O)N2CCCCC2)cc1C(=O)OCC(=O)N1c2ccccc2NC(=O)C1(C)C | 1.3% | i | 1.4 | i | 30.0
COc1ccc(OC)c(-c2nnc3n2N=C(c2ccc(OC)c(OC4CCOC4)c2)CS3)c1 (stereo unspecified) | 7.3% | u | x | i | 20.5
Cc1ccc(S(=O)(=O)N2[C@@H](c3cccc4ccccc34)C(C(=O)O)=C[C@H]2C(C)(C)C)cc1 | 7.7% | i | 1.0 | i | 12.0
CNC(=O)Cn1nc(C)c(S(=O)(=O)N2CCOCC2)c1C | 4.6% | i | 1.0 | i | 43.5
COc1ccc(C(CNS(=O)(=O)c2ccc(NC(C)=O)c(OC)c2)N2CCCCC2)cc1 (stereo unspecified) | 3.5% | i | 0.7 | i | 57.1
COc1cc(N)c(Cl)cc1C(=O)OCC(=O)NCC1CCCCC1 | 1.8% | i | 1.2 | i | 32.1
Cc1ccc(C(=O)NCC(=O)NCC(c2cccs2)N(C)C)cc1C (stereo unspecified) | 1.1% | i | 0.2 | i | 4.9
Cc1ccc(NC(=O)COC(=O)Cn2cnc3ccccc32)c(C)c1 | -1.0% | i | 0.2 | i | 41.0
Cc1ccc(S(=O)(=O)Nc2ccc3c(c2)CC(=O)N([C@H](C)CO)C[C@@H](C)[C@H](CN(C)Cc2ccc(-c4ccccc4)cc2)O3)cc1 | 11.9% | i | 0.4 | i | 55.0
CC(C)(C)OC(=O)C[C@H]1C/C=C\C[C@@H](CC(=O)N(CCO)Cc2ccccc2)C(=O)N[C@H](Cc2c[nH]c3ccccc23)COC1=O | 8.4% | i | 0.7 | i | 9.5
COc1cc(OC)cc(C(=O)NCC(=O)N2CCN(S(=O)(=O)c3ccccc3F)CC2)c1 | 3.2% | i | 0.6 | i | 44.2
COc1ccc(NC(=O)N(C)C[C@H]2Oc3c(NC(=O)c4nc5ccccc5s4)cccc3C(=O)N([C@@H](C)CO)C[C@H]2C)cc1 | 10.6% | i | 0.2 | i | 26.7
CCc1ccc2c(CN3CCN(S(=O)(=O)c4ccccc4F)CC3)cc(=O)oc2c1 | 1.4% | i | 0.8 | i | 17.9
COc1cc2cc(CCO)oc(=O)c2cc1OC | 6.7% | i | 1.8 | i | 2.8
O=C(COC(=O)C1CCCC1)Nc1cccc(Cl)c1Cl | 4.5% | i | 1.0 | i | 5.8
CCCSc1ccc([C@H]2N[C@@](CC(C)C)(C(=O)OC)[C@H]3C(=O)N(CC)C(=O)[C@@H]23)cc1 | 0.2% | i | 0.6 | i | 14.1
COc1ccc(CCNC(=O)COC(=O)c2cnc(Cl)c(Cl)c2)cc1 | 0.1% | i | 0.1 | i | 36.9
O=C(CSc1n[nH]c(=O)[nH]c1=O)Nc1c(Cl)cc(Cl)cc1Cl | -3.3% | i | 0.3 | i | 22.2
CCCC(NC(=O)c1ccc(Br)o1)c1nc2ccccc2[nH]1 (stereo unspecified) | 3.2% | i | 0.3 | i | 35.0
CCC(CO)Oc1cc(NCc2ccccc2OC)c2ncn(C(C)C)c2c1 (stereo unspecified) | 7.8% | i | 1.3 | i | 24.9
COc1ccc(S(=O)(=O)Nc2cccc3c2O[C@H](CN(C)S(=O)(=O)c2ccc(F)cc2)[C@H](C)CN([C@H](C)CO)C3=O)cc1 | -3.2% | i | 1.2 | i | 6.2
C[C@@]12C(=O)N(Cc3ccco3)CC(=O)N1[C@H]1c3cc(Cl)ccc3OC[C@@H]1[C@@H]2c1ccccc1 | 9.7% | i | 1.1 | i | 14.9
Cc1ccc(NC(=O)c2ccc(=O)[nH]n2)cc1S(=O)(=O)Nc1ccc(SC(F)F)cc1 | 4.6% | i | 0.7 | i | 43.4
COc1ccc(NC(=O)CN2C(=O)NC3(CCCCCC3)C2=O)cc1Cl | 1.0% | i | 0.7 | i | 30.1
CN(C(=O)c1ccc(NC(=O)Cc2ccc([N+](=O)[O-])cc2)cc1)C1CCCC1 | 4.0% | i | 2.1 | i | 43.5
COc1cc(NC(=O)Cn2cnc3c(SC)nc(N)nc32)cc(OC)c1OC | 4.4% | i | 1.3 | i | 8.6
CCN(C[C@H]1N[C@@](Cc2ccccc2)(C(=O)OC)[C@H]2C(=O)N(C)C(=O)[C@@H]12)C(C)=O | 3.0% | i | 2.4 | i | 8.9
COc1ccccc1OCC(=O)Nc1sc2c(c1C(N)=O)CCC2 | 9.9% | i | 0.7 | i | 30.4
NS(=O)(=O)c1cccc(NC(=O)CSc2nnc(-c3ccncc3)n2C2CC2)c1 | 0.3% | i | 0.6 | i | 35.7
CN(Cc1ccc(OC(F)F)cc1)C(=O)/C=C/c1ccc(S(=O)(=O)N2CCOCC2)cc1 | 3.6% | i | 0.1 | i | 7.8
COc1ccc(S(=O)(=O)Nc2cccc3c2O[C@H](CN(C)S(=O)(=O)c2ccccc2)[C@@H](C)CN([C@H](C)CO)C3=O)cc1 | 7.2% | i | 1.5 | i | 15.6
CC1CCCCC12NC(=O)N(CC(=O)Nc1ccc(OC(F)F)cc1)C2=O (stereo unspecified) | 5.2% | i | 0.3 | i | 56.8
C[C@@H]1O[C@@H](OC[C@@H]2O[C@H](Oc3c(-c4ccc(O)cc4)oc4cc(O)cc(O)c4c3=O)[C@@H](O)[C@H](O)[C@H]2O)[C@H](O)[C@H](O)[C@H]1O | 14.5% | i | 2.0 | i | 23.4
COc1ccc(/C=C/C(=O)OCC(=O)NC2CCCCCCC2)cc1 | 3.9% | i | 1.1 | i | 56.2
CCC(CO)Oc1cc(NCc2ccc(Cl)cc2Cl)c2ncn(C(C)C)c2c1 (stereo unspecified) | 4.1% | i | 0.2 | i | 13.0
CCCN(C(=O)CSc1ccccc1C(=O)O)C1CCS(=O)(=O)C1 (stereo unspecified) | -0.4% | i | 0.1 | i | 55.8
Cc1cccc(/C=C(\C(=O)O)c2ccc(S(=O)(=O)N3CCCC3)s2)c1 | 7.0% | i | 1.0 | i | 20.5
Cc1cc(-n2c(C)cc(C(=O)CSc3ccccn3)c2C)no1 | 5.8% | i | 1.8 | i | 34.3
CCC(C)Sc1cc(-c2nc3cc(C)ccn3c2NC2CCCCC2)ccc1OC (stereo unspecified) | 2.4% | + | 22.1* | i | 5.7
O=C1N[C@@H](Cc2c[nH]c3ccccc23)COC(=O)[C@H](Cc2ccc(F)cc2)C/C=C\C[C@H]1CC(=O)N(CCO)Cc1ccccc1 | 4.4% | i | 1.5 | i | 9.1
CC1CC(C)CN(C(=O)COC(=O)COc2ccc(C#N)cc2)C1 (stereo unspecified) | -1.8% | i | 0.8 | i | 17.9
CN(C(=O)CSc1nc2ccccc2c(=O)n1-c1ccc(F)cc1F)C1CCS(=O)(=O)C1 (stereo unspecified) | 1.7% | i | 0.6 | i | 33.0
Cc1ccc(S(=O)(=O)N2CCCCC2)cc1NC(=O)CSc1nnc(C2CC2)n1N | 4.2% | i | 0.3 | i | 4.9
CC1(C)O[C@@H](CC(=O)O)[C@]23CO[C@H](C(=O)[C@]4(C)C2CC[C@@]2(C)[C@H](c5ccoc5)OC(=O)C5O[C@]524)[C@@H]13 (stereo partly specified) | 9.9% | i | 1.4 | i | 19.7
CSc1nc(N)nc2c1ncn2CC(=O)N1CCN(Cc2c(C)cc(C)cc2C)CC1 | 6.8% | i | 0.8 | i | 21.4
Cc1cc(=O)oc2cc(OCC(=O)N3CCCC3)ccc12 | 0.1% | i | 0.8 | i | 35.3
CC(C)=CCC[C@](C)(OC1OC(COC2OCC(O)C(O)C2O)C(O)C(O)C1O)C1CC[C@]2(C)C1C(O)CC1[C@@]3(C)CCC(O[C@@H]4O[C@H](CO)C(O)C(O)C4O[C@@H]4OC(CO)C(O)C(O)C4O)C(C)(C)C3CC[C@]12C (stereo partly specified) | 5.3% | i | 1.6 | i | 15.5
O=C(COC(=O)CNC(=O)c1ccc(Cl)cc1Cl)NC1CC1 | -1.3% | i | 0.8 | i | 23.7
CS(=O)(=O)c1ccc(C(=O)NCC2(N3CCOCC3)CCCCC2)cc1 | -1.1% | i | 1.2 | i | 48.5
CC[C@]12c3[nH]c4ccccc4c3CCN1C(=O)C(CC(=O)NCCN1CCOCC1)C[C@@H]2C(=O)N1CCN(C(=O)C2CC2)CC1 (stereo partly specified) | 11.4% | i | 0.2 | i | 10.2
O=C(OCC(=O)N1CCC(Cc2ccccc2)CC1)c1cncc(Br)c1 | -0.9% | i | 1.2 | i | 16.6
CN(Cc1ccccc1)C(=O)COC(=O)CCC(=O)c1ccc(F)cc1 | -0.1% | i | 0.7 | i | 55.3
CCCCN(C(=O)c1cccc(S(=O)(=O)N2CCCC2)c1)c1c(N)n(CCC)c(=O)[nH]c1=O | 2.0% | i | 0.7 | i | 48.2
CC(C)C[C@@H]1CN=C(N)N1C[C@@H]1CCCN1C[C@@H](C(C)C)N1C[C@@H](Cc2ccccc2)N(CCc2ccc(Cl)c(Cl)c2)C1=N | 8.0% | i | 1.0 | i | 18.4
CN(CCc1ccccc1)C(=O)c1ccc(NC(=O)Cc2ccc([N+](=O)[O-])cc2)cc1 | 5.6% | i | 2.4 | i | 52.3
Cc1cc(C)cc(C(=O)NCC(=O)OCC(=O)NC2CCCc3ccccc32)c1 (stereo unspecified) | 5.3% | i | 0.7 | i | 29.1
CC(C)(C)OC(=O)C[C@@H]1C/C=C\C[C@H](CC(=O)NCCO)C(=O)N2CCC[C@H]2COC1=O | 7.5% | i | 1.9 | i | 11.2
